# Screens as filed in PubChem.
# MITF act = increases MITF-driven TRPM1 promoter luciferase signal; SK-MEL-5 TRPM1-promoter luciferase, 24 h; % of positive control, neutral wells = 0; activation, % at 12.5 µM; AID 588334; 300,000 compounds, 0.75% hits;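 active = mean activation of at least 80% with every replicate also reaching 80%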;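 note: 0% = neutral control wells and 100% = parthenolide positive control wells; values of inactives mirror those of a sister screen read the other way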
# HTR5A ag ctr = counter-screen for OPRM1-OPRD1 agonists: human HTR5A agonism | P47898 | HTR5A agonist assay, luminescence, cell-based | activation, % at 9.3 µM | 340,000 compounds, 0.61% hits | AID 504692; in the data active = activation mostly above about 9.5%, no sharp cut-off; inactive = mostly below about 7.6%;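 note: 0% = cells with vehicle only and 100% = reference agonist; strong numbers were not always called active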
# CDK5 p35 inh = CDK5/p35 (human) kinase inhibition. Q00535+Q15078. Recombinant CDK5/p35, ADP-Glo luminescence, 60 min. inhibition, % at 10 µM. 330,000 compounds, 0.01% hits. AID 488839;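 active = highest replicate inhibition of at least 50% and at least 75% of replicates reaching 50%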;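 note: plate controls were DMSO neutral control for no effect and GW8510 at 10 µM for full effect; many of its hits are not listed in these tables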
# Target sequence (Q00535 whole entry, looked up): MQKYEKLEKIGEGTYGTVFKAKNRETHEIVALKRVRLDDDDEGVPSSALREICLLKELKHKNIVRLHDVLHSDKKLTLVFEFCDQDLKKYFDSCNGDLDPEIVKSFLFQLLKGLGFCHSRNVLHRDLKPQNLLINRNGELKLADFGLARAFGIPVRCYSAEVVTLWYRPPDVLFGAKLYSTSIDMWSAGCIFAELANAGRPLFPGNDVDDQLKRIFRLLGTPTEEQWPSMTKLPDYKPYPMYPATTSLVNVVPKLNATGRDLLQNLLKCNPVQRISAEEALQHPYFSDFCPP
# Target sequence (Q15078 whole entry, looked up): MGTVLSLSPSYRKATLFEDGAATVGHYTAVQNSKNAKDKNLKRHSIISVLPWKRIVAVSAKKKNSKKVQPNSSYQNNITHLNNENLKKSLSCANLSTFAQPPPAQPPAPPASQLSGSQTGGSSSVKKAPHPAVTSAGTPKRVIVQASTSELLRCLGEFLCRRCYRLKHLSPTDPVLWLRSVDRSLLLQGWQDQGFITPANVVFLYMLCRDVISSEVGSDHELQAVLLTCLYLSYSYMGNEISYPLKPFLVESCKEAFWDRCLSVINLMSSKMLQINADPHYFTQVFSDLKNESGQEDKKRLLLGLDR
# SR-BI DiI inh = blocks mouse SR-BI lipid uptake from DiI-HDL | 320,000 compounds, 0.96% hits | ldlA[mSR-BI] CHO cells, DiI-HDL uptake fluorescence, 3 h | Q61009 | inhibition, % at 12.5 µM;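 active = mean replicate inhibition of at least 70% and a set share of replicates each scoring 70 or more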;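 note: 0% = median of neutral control wells and 100% = median of positive control wells; values of inactives mirror those of a sister screen read the other way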
# Rtt109 Vps75 = inhibitors of Candida albicans Rtt109/Vps75 histone acetyltransferase; purified Rtt109/Vps75, ThioGlo CoA-SH fluorescence, 4 h; inhibition, % at 34.9 µM; 330,000 compounds, 0.16% hits;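 active = inhibition of at least 50% in every replicate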
# Target sequence (Q5AAJ8 whole entry, looked up): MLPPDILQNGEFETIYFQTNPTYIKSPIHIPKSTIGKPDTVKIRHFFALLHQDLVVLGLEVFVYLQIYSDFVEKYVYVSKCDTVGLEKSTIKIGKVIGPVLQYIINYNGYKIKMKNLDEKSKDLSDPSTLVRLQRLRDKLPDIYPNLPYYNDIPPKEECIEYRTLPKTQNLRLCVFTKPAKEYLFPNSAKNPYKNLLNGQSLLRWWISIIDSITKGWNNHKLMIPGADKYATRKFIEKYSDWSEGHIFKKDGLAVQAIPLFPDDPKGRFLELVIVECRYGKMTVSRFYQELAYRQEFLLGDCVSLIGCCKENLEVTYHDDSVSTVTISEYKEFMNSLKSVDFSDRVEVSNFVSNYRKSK
# PvdQ inh = P. aeruginosa PvdQ acylase inhibition | 340,000 compounds, 0.063% hits | purified PvdQ acylase, fluorescence plate reader | inhibition, % at 10 µM; in the data active = inhibition above about 30%, passing the limit was not always enough;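 note: 0% = vehicle neutral wells and 100% = reference inhibitor wells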
# SR-BI DiI-HDL act = enhances SR-BI lipid uptake from DiI-HDL; CHO ldlA[mSR-BI] cells, DiI-HDL uptake fluorescence, 3 h; 100 = double the neutral-control signal; AID 504775; 320,000 compounds, 0.096% hits; activation, % at 12.5 µM;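 active = mean replicate activation of at least 60% and every replicate at or above 60%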;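 note: 0% = median plate neutral-control signal and 100% = twice that signal; values of inactives mirror those of a sister screen read the other way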
#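 System: CHO ldlA[mSR-BI] cells / Medium: HEPES-buffered (25 mM, pH 7.4) F12 plus 0.5% BSA / Probe or stimulus: labelled HDL, 10 µg/mL / Doses: single compound concentration, delivered by pin transfer / Schedule: 3 h, 37 °C / Measured by: DiI fluorescence, bottom read / Measure: cell-associated DiI fluorescence as measure of HDL uptake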
# cardiac RTF act = cardiac RTF calcium sensitization. P19429+P45379. IANBD-labeled TnC RTF fluorescence at EC20 calcium; 0% EC20 calcium, 100% full calcium. activation, % at 7.2 µM. 340,000 compounds, 0.24% hits;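 active = activation above the mean over all tested compounds plus 3 SD, cut at about 30% in these data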;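 note: rise in fluorescence read as greater calcium sensitivity of cardiac thin filaments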
# dFosB act = mouse delta FosB homodimer activation; P13346; purified delta FosB, TAMRA-CDK5 oligo fluorescence polarization; percent of positive-control signal above neutral wells; activation, % at 25 µM; 340,000 compounds, 0.99% hits;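 active = mean activation above about 17%, with every replicate also reaching it, limit read from the data, passing the limit was not always enough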;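 note: fluorescence polarization rise as delta FosB binds a TAMRA Cdk5 AP-1 oligo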
# Wnt act = activates Wnt/beta-catenin signaling in a reporter cell assay; activator, plate reader; activation, % at 9.35 µM; 300,000 compounds, 1.2% hits; AID 743398; in the data active = activation above about 30%, passing the limit was not always enough;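 note: 0% = neutral control wells and 100% = positive control wells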
# * = called active by the depositor; . = not tested or not shown.
SMILES,MITF act,HTR5A ag ctr,CDK5 p35 inh,SR-BI DiI inh,Rtt109 Vps75,PvdQ inh,SR-BI DiI-HDL act,cardiac RTF act,dFosB act,Wnt act
Cc1cccc(C)c1-n1c(C)cc(/C=C2\NC(=O)NC2=O)c1C,.,1,-0.4,2,2,0,-2,1,-9,.
CCN(C(=O)COC(=O)c1c(C)nn(-c2ccccc2)c1C)C1CCS(=O)(=O)C1 (stereo not given),26,2,-0.7,12,1,-12,-12,-7,-3,2
COc1ccc(C(=O)NNC(=O)CN(C)S(=O)(=O)c2ccc(Cl)cc2)c(OC)c1OC,4,-1,0.1,3,-13,-13,-3,-2,-9,4
CCCc1ccc2oc(C(=O)NCCc3cnn(C)c3)c(C)c2c1,68,0,-0.2,4,5,-1,-4,-4,-8,30
Cn1c2ccccc2c2cc(/C=C(\NC(=O)c3ccccc3)C(=O)O)ccc21,-8,7,0.2,-5,5,-6,13,4,2,0
CCCCCCNC(=O)Nc1ccccc1,24,4,1.1,2,-4,16,-2,4,2,.
CCOC(=O)CNS(=O)(=O)c1ccc(S(=O)(=O)N2CCCC2)cc1,-5,0,-1.9,-13,2,-11,13,-1,-6,-1
O=C(c1cc([N+](=O)[O-])ccc1N1CCCCC1)N1CCc2ccccc21,-3,0,0.4,76*,-8,-9,-76,-4,-8,-21
O=C(CCSc1ccccc1)NCC1CCCO1 (stereo not given),15,2,-2.0,-27,-6,5,27,-10,6,.
COc1cc(-c2nnc(SCC3(c4ccccc4)OCCO3)o2)cc(OC)c1OC,-9,5,0.6,21,6,-10,-21,1,0,.
Cc1cc(=O)oc2cc(OCC(=O)Nc3ccc(CN4CCOCC4)cc3)ccc12,14,1,0.7,25,-5,-15,-25,-1,-17,0
COc1ccc(-c2cc(C(=O)NC3CCCCC3)no2)cc1OC,7,7,2.7,-17,-2,1,17,-4,-7,-4
COc1cc(CNCCNCC(C)O)ccc1OCc1ccc(Cl)nc1 (stereo not given),42,7,0.5,-20,2,0,20,0,2,10
CC(C)N1CCN(Cc2coc3ccccc3c2=O)CC1CCO (stereo not given),4,-3,2.4,-14,.,-14,14,-3,0,-2
FC(F)(F)c1cccc(-c2cc(C3CCNCC3)[nH]n2)c1,.,-2,1.2,-14,0,-10,14,-3,11,0
Cc1ccc(N(CC(=O)Nc2ccccc2C(=O)N2CCOCC2)S(C)(=O)=O)cc1,-4,1,0.9,-11,-3,-2,11,-4,-1,-3
CCCCc1c(C)nc2c(OC)cccc2c1SCCC(=O)O,7,0,0.3,-38,2,2,38,4,-3,.
CN(C)/C=C1\NC(=S)N(c2ccccc2)C1=O,-6,2,-8.5,-21,4,11,21,1,-7,-9
NC(=O)CC(NC(=O)Cc1cccc2ccccc12)c1ccc(NCCN2CCCCC2)c([N+](=O)[O-])c1 (stereo not given),8,1,-0.9,16,-1,0,-16,0,1,-3
C=CCn1c(CCC(=O)O)ccc1-c1ccccc1,14,3,0.4,-3,25,0,3,-7,1,.
Cc1cc(NC(=O)CCC(=O)N(C2CC2)C2(C(=O)NC3CCCC3)CCC(C)CC2)no1 (stereo not given),-6,-2,1.1,-3,2,9,3,1,-5,-2
COc1ccc(-c2nc(-n3c(C)c(C(C)=O)c(C(C)=O)c3C)sc2C)cc1OC,.,-1,-0.5,62,-4,-2,-62,-5,-8,-5
CC(C)c1ccc(C(C(=O)NC2CCCC2)N(C(=O)c2csnn2)C2CC2)cc1 (stereo not given),14,4,0.6,-26,4,-1,26,1,-9,-3
Cc1cccc(C)c1-c1ccc(CN2C(CC(C)C)C(=O)N(Cc3cn(CCO)nn3)CCS2(=O)=O)cc1 (stereo not given),-3,2,0.0,-14,-1,-15,14,4,-2,-6
COc1ccc(C(=O)NCc2cn3ccsc3n2)cc1OC,-20,-3,-0.2,-20,5,-7,20,3,1,0
CCOc1ccc(NC(=O)CSc2nnc(CNC(=O)c3ccco3)o2)cc1,12,1,-1.6,-19,-2,-3,19,-5,2,3
CC1(C)CC(=O)c2cnc(N)nc2C1,.,1,-2.8,1,0,-13,-1,2,4,2
O=C1C2C3C=CC(C3)C2C(=O)N1/N=C/c1ccc(-c2ccccc2[N+](=O)[O-])o1 (stereo not given),12,-2,-0.1,6,2,5,-6,0,2,11
N=C1C(c2nc3ccccc3s2)=C(O)CN1NC(=O)c1ccccc1[N+](=O)[O-],-1,-1,-0.6,-5,0,1,5,7,13,-2
O=C(Cc1ccc(NC(=O)C2CCN(C(=O)C3CCCCC3)CC2)cc1)Nc1ccc(C(=O)N2CCOCC2)cc1,-1,4,-0.6,9,-3,-17,-9,-7,-12,-1
O=C(NCC1COc2ccccc2O1)C1CCCN(S(=O)(=O)c2cccc3nsnc23)C1 (stereo not given),-9,0,-2.9,12,-8,-9,-12,9,-8,-8
COc1cccc(N/C=C/c2onc(C)c2[N+](=O)[O-])c1,60,-3,-2.4,-9,.,-3,9,-3,-2,26
COc1ccc(C(=O)Oc2cc(/C=N/NS(=O)(=O)c3ccc(C)cc3)ccc2OC)cc1,-3,7,0.1,2,-10,-13,-2,-6,1,.
COc1ccc(OC)c(/C=C2\S/C(=N/NC(=O)c3ccc4ccccc4c3)NC2=O)c1,-9,2,0.0,1,-20,26,-1,-4,-7,-2
CCCc1cc(C(=O)Nc2ccccc2SC)no1,.,4,-5.6,20,-1,-6,-20,3,5,-2
Cc1[nH]c2ccccc2c1/C=N/NC(=S)NCc1ccccc1,1,-1,4.0,23,19,-1,-23,1,-3,-2
Cc1c(CNC(=O)C2CCC(=O)N(CCc3ccccc3)C2)cnn1C (stereo not given),-3,3,1.1,9,20,8,-9,-4,-4,0
CCCC[N+](CC#CCO)(CC#Cc1ccccc1)CCCC,.,-2,0.3,.,1,-13,.,-3,-7,8
COc1cc(C(c2nnnn2C(C)(C)C)N2CCN(C)CC2)cc(OC)c1OC (stereo not given),3,1,0.5,-1,1,-13,1,4,-8,1
C=CCC(NCc1ccccc1)c1ccccc1 (stereo not given),-13,8,.,-5,-7,12,5,-4,2,.
O=C1c2ccccc2[C@@H]2C[C@@H](O)[C@H](Nc3cccc4ccccc34)CCN12,-19,2,-2.2,11,-5,0,-11,-2,-9,-3
O=C(CS(=O)(=O)c1cn(Cc2ccc(Cl)cc2)c2ccccc12)N1CCCC1,.,9,-2.7,-5,1,-11,5,2,3,3
COc1cccc(CNC(=O)C(=O)N2CCC3(CC2)OCCN3S(=O)(=O)c2ccc(C)cc2)c1,-3,4,2.0,-24,-4,-15,24,-6,1,0
Cc1cc(C(C)(C)C)cc(C)c1CCNC(=O)c1ccc[n+]([O-])c1,-2,0,-0.6,35,-1,-4,-35,-3,-10,1
COc1ccc(NC(=O)C(NC(C)=O)C(=O)NCc2ccccc2OC)cc1 (stereo not given),-3,1,0.6,-1,-4,1,1,-2,-1,-1

# Given with each value named: two of the compounds above.
COc1ccc(OC)c(/C=C2\S/C(=N/NC(=O)c3ccc4ccccc4c3)NC2=O)c1
  MITF act = -9
  HTR5A ag ctr = 2
  CDK5 p35 inh = 0.0
  SR-BI DiI inh = 1
  Rtt109 Vps75 = -20
  PvdQ inh = 26
  SR-BI DiI-HDL act = -1
  cardiac RTF act = -4
  dFosB act = -7
  Wnt act = -2
CCCc1cc(C(=O)Nc2ccccc2SC)no1
  MITF act = .
  HTR5A ag ctr = 4
  CDK5 p35 inh = -5.6
  SR-BI DiI inh = 20
  Rtt109 Vps75 = -1
  PvdQ inh = -6
  SR-BI DiI-HDL act = -20
  cardiac RTF act = 3
  dFosB act = 5
  Wnt act = -2

# The listing continues.
SMILES,MITF act,HTR5A ag ctr,CDK5 p35 inh,SR-BI DiI inh,Rtt109 Vps75,PvdQ inh,SR-BI DiI-HDL act,cardiac RTF act,dFosB act,Wnt act
COc1ccccc1CNC(=O)c1cccc2c1C(=O)N(Cc1cccnc1)C2,4,2,-9.7,5,2,-22,-5,0,-8,.
Cc1nc(NCC2CCCO2)c2oc3ccccc3c2n1 (stereo not given),-8,-3,1.2,-2,-5,-8,2,6,-5,.
COc1cccc(-c2csc(N3CCN(C(=S)Nc4ccccc4OC)CC3)n2)c1,-2,7,0.7,40,10,-8,-40,5,5,-3
COc1cc(NC(=O)CN2CCN(c3ccccc3)CC2)c(C)cc1[N+](=O)[O-],3,2,-1.9,-22,3,-18,22,-2,1,.
CCOC(=O)c1ccc(NC(=O)N2CCc3ccccc32)cc1,73,1,-0.4,10,-2,-3,-10,0,-7,40*
Cc1ccc(SCC(=O)N2CCC(C(N)=O)CC2)cc1,4,-4,1.1,-21,15,-1,21,3,-7,0
O=C(CCC1CCN(Cc2ccccc2O)CC1)NC1CC1,2,4,-0.2,1,-12,-2,-1,5,0,0
Cc1ccc(S(=O)(=O)N(CC(=O)N2CCOCC2)c2ccc(C(C)C)cc2)cc1,-7,2,-1.6,-1,-12,-15,1,2,-12,2
O=C(CCN1C(=O)C2CCCCC2C1=O)Nc1nc2c(F)cc(F)cc2s1 (stereo not given),90*,-3,0.0,-3,-2,0,3,-1,-1,41*
COc1cc(C)nc(NS(=O)(=O)c2ccccc2Cl)n1,.,-1,3.7,1,-2,-6,-1,4,-16,-1

# Some of the entries so far, as tab-separated lines.
mol	MITF act	HTR5A ag ctr	CDK5 p35 inh	SR-BI DiI inh	Rtt109 Vps75	PvdQ inh	SR-BI DiI-HDL act	cardiac RTF act	dFosB act	Wnt act
CC(C)c1ccc(C(C(=O)NC2CCCC2)N(C(=O)c2csnn2)C2CC2)cc1 (stereo not given)	14	4	0.6	-26	4	-1	26	1	-9	-3
Cc1cccc(C)c1-c1ccc(CN2C(CC(C)C)C(=O)N(Cc3cn(CCO)nn3)CCS2(=O)=O)cc1 (stereo not given)	-3	2	0.0	-14	-1	-15	14	4	-2	-6
COc1ccc(C(=O)NCc2cn3ccsc3n2)cc1OC	-20	-3	-0.2	-20	5	-7	20	3	1	0
CCOc1ccc(NC(=O)CSc2nnc(CNC(=O)c3ccco3)o2)cc1	12	1	-1.6	-19	-2	-3	19	-5	2	3
CC1(C)CC(=O)c2cnc(N)nc2C1	.	1	-2.8	1	0	-13	-1	2	4	2
O=C1C2C3C=CC(C3)C2C(=O)N1/N=C/c1ccc(-c2ccccc2[N+](=O)[O-])o1 (stereo not given)	12	-2	-0.1	6	2	5	-6	0	2	11
N=C1C(c2nc3ccccc3s2)=C(O)CN1NC(=O)c1ccccc1[N+](=O)[O-]	-1	-1	-0.6	-5	0	1	5	7	13	-2
O=C(Cc1ccc(NC(=O)C2CCN(C(=O)C3CCCCC3)CC2)cc1)Nc1ccc(C(=O)N2CCOCC2)cc1	-1	4	-0.6	9	-3	-17	-9	-7	-12	-1
O=C(NCC1COc2ccccc2O1)C1CCCN(S(=O)(=O)c2cccc3nsnc23)C1 (stereo not given)	-9	0	-2.9	12	-8	-9	-12	9	-8	-8
COc1cccc(N/C=C/c2onc(C)c2[N+](=O)[O-])c1	60	-3	-2.4	-9	.	-3	9	-3	-2	26
COc1ccc(C(=O)Oc2cc(/C=N/NS(=O)(=O)c3ccc(C)cc3)ccc2OC)cc1	-3	7	0.1	2	-10	-13	-2	-6	1	.
COc1ccc(OC)c(/C=C2\S/C(=N/NC(=O)c3ccc4ccccc4c3)NC2=O)c1	-9	2	0.0	1	-20	26	-1	-4	-7	-2
